Bioassay records deposited in PubChem by several laboratories.
TbMetRS inhib: T. brucei MetRS inhibitors, primary screen, biochemical, luminescence; purified T. brucei MetRS, ATP depletion, Kinase-Glo luminescence; inhibition, % at 11.9 µM; 360,000 compounds, 0.4% hits; AID 624268, 2012;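 active = inhibition above a per-plate cutoff of the control wells' mean inhibition plus 3 SD, cut at about 5.5% in these data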;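 note: 0% = DMSO wells median and 100% = median of wells with control inhibitor compound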
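Test system – parasite MetRS enzyme · Reagent – substrates ATP, L-methionine and bulk Escherichia coli tRNA · Doses – 11.9 µM compound single dose, 0.9% DMSO · Times – 15 min enzyme-compound preincubation, 2 h reaction, 10 min detection, 25 °C · Signal – Kinase-Glo luminescence, ATP depletion format · Controls – DMSO-only wells as low control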
E coli Lon inh: inhibitors of E. coli Lon protease, primary screen, biochemical, fluorescence polarization; inhibition, % at 7.94 µM; 360,000 compounds, 0.42% hits; P0A9M0; purified E. coli Lon protease; AID 602123, 2011; in the data active = inhibition above about 13%, passing the limit was not always enough;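 note: 0% = enzyme with probe and DMSO and 100% = no enzyme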
PABP1 MLLE inh: inhibitors of PABP1 MLLE–PAM2 peptide binding, primary screen, biochemical, fluorescence polarization, FITC-PAM2, GST-MLLE; 360,000 compounds, 0.36% hits; inhibition, % at 20 µM; in the data active = inhibition above about 35%, passing the limit was not always enough;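 note: plate controls were DMSO wells with GST-MLLE for no effect and wells lacking GST-MLLE protein for full effect; some results filed as inactive read as strong as hits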
Target sequence (P11940 whole entry, looked up): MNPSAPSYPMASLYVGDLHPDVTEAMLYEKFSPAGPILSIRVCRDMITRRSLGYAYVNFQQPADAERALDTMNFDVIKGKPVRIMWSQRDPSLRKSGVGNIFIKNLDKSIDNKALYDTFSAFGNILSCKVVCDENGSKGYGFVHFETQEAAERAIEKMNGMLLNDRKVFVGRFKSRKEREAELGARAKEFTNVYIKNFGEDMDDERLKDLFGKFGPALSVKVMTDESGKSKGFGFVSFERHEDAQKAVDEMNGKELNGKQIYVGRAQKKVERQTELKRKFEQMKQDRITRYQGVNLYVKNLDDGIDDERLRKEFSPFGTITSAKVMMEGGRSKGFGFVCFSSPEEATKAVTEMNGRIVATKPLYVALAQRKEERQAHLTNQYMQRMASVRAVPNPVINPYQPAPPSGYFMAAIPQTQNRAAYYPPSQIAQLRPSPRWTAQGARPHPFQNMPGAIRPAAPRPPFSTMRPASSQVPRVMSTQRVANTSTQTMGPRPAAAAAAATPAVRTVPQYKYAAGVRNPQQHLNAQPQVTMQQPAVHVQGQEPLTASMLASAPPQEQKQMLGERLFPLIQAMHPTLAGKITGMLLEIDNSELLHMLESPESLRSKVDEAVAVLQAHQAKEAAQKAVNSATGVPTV
Neddyl block: inhibitors of cullin neddylation, primary screen, biochemical, TR-FRET, uHTS, NAE and Ubc12; calls only at 25 µM; 360,000 compounds, 0.58% hits; in the data active = inhibition above about 36%
MsrA inh: bovine MsrA enzyme inhibitors, primary screen, biochemical, absorbance, HTS | Methionine sulfoxide reductase A (Bos taurus) | purified bovine MsrA, absorbance read-out | inhibition, % at 15.5 µM | 360,000 compounds, 0.75% hits | AID 651718, 2012; in the data active = inhibition above about 4.5%;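 note: 0% = vehicle wells with enzyme and 100% = reference inhibitor wells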
FAS-TE inh: FAS thioesterase domain inhibitors, primary screen, biochemical, fluorescence intensity, uHTS; 360,000 compounds, 0.67% hits; inhibition, % at 15 µM; recombinant FAS-TE, OMFH fluorogenic substrate, fluorescence endpoint; AID 602261, 2012;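 active = compounds whose normalised, plate-corrected inhibition of enzyme fluorescence in the single-dose primary screen is 50% or more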;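 note: 0% = DMSO with enzyme and 100% = substrate without enzyme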
bovine MsrA act: bovine MsrA enzyme activators, primary screen, biochemical, absorbance, HTS; purified bovine MsrA, absorbance read-out; activation, % at 10.6 µM; 360,000 compounds, 0.3% hits; in the data active = activation above about 7.5%;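 note: 0% = vehicle and 100% = reference activator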
Rin1-Abl PPI inh: inhibitors of Rin1-Abl protein binding, primary screen, biochemical, TR-FRET; Tyrosine-protein kinase ABL1 (Homo sapiens) + Ras and Rab interactor 1 (Homo sapiens), …; inhibition, % at 7.35 µM; 360,000 compounds, 0.4% hits; in the data active = inhibition above about 5%, passing the limit was not always enough
CSN deneddyl inh: inhibitors of CSN-mediated cullin deneddylation, primary screen, biochemical, fluorescence polarization, uHTS | Purified CSN, SCF-Nedd8-OG deneddylation | inhibition, % at 12.5 µM | 360,000 compounds, 0.38% hits | AID 651999, 2013;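 active = pattern-corrected inhibition above about 35%, with an unprinted fluorescence ratio check between 0.5 and 1.5, limit read from the data, passing the limit was not always enough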;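 note: 0% = enzyme with substrate and 100% = substrate without enzyme; some results filed as inactive read as strong as hits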
Target sequence (Q92905 whole entry, looked up, one chain of several): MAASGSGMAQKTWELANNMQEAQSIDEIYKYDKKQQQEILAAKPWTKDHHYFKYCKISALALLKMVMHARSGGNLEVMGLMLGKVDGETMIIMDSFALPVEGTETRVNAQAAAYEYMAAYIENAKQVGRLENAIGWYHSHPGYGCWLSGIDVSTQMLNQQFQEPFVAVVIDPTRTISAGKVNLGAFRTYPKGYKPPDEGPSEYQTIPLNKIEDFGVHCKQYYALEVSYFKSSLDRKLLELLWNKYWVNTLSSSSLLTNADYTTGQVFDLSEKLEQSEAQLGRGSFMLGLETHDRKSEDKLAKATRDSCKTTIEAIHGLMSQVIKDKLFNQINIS
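test system = HEK293T-derived human Csn5 enzyme | amount = 0.24 nM Csn5 enzyme, final concentration | medium = Tris/NaCl/DTT buffer, pH 7.5 | schedule = 90 min reaction at room temperature | signal = FP | evaluation = inhibition of Csn5 cleavage, % | compound dosing = single dose of 12.5 µM compound with 0.25% DMSO | probe or stimulus = 10 nM SCFSkp2-Nedd8OG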
Active calls of the source: *; i = inactive; . = not tested or not shown.

SMILES | TbMetRS inhib | E coli Lon inh | PABP1 MLLE inh | Neddyl block | MsrA inh | FAS-TE inh | bovine MsrA act | Rin1-Abl PPI inh | CSN deneddyl inh
COc1ccc(N=Cc2c(O)c3ccccc3n2C(C)=O)cc1 | -0.4 | -18 | -94 | i | 0.2 | -71 | -2 | 2 | 61*
CC1(C)Cc2c(sc(/N=C/N3CCCCCC3)c2C#N)C(C)(C)N1 | -0.4 | -8 | -12 | i | 1.4 | -14 | -4 | 5 | -6
Cc1ccc2ccc(C(Nc3ccccc3)c3ccccc3)c(O)c2n1 (stereo not drawn) | -0.3 | . | . | i | 0.6 | . | . | . | 4
O=C(NC1CC2CCCC(C1)N2S(=O)(=O)c1ccccc1)C1CCCCC1 (stereo not drawn) | -0.3 | 2 | 4 | i | -0.9 | -11 | -3 | -2 | -8
CC(=O)N1CCOc2ccc(S(=O)(=O)NCC3CCC(C(=O)NCCC(C)C)CC3)cc21 (stereo not drawn) | -0.8 | -4 | 13 | i | -0.4 | -3 | -9 | 1 | -2
O=[N+]([O-])c1ccc2[nH]c(O)c(N=NC(=S)Nc3cccnc3)c2c1 | 0.6 | -7 | 35 | i | 1.9 | 7 | -5 | -6 | -1
CS(=O)(=O)N1CCN(C(=O)c2ccccc2F)CC1 | -0.3 | -9 | 2 | i | -1.6 | -2 | -2 | -1 | -8
CCOC(=O)N1CCN(CC(O)COC2CC(C)CCC2C(C)C)CC1 (stereo not drawn) | -1.4 | 7 | -12 | i | -0.8 | -3 | 0 | 1 | 1
Cc1c(Cl)cccc1N1CC(C)(C)C1=O | -0.6 | -16 | 13 | i | -1.6 | -8 | -3 | 4 | -7
O=c1c(O)c(-c2ccccc2)oc2ccccc12 | -0.8 | -7 | -9 | i | 1.6 | -1 | -2 | -4 | 2
CC(C)c1cc(=O)n2[nH]c(SCc3ccccc3Cl)nc2n1 | 0.2 | 1 | 8 | i | 0.3 | -7 | -2 | 4 | 0
Cc1c(O)ccc2c(CC(=O)N[C@@H](Cc3ccc(O)cc3)C(=O)O)cc(=O)oc12 | -0.9 | -1 | 0 | . | 2.5 | -7 | -10 | -1 | 3
COc1cc(C2C3C(=O)N(c4ccccc4)C(=O)C3ON2c2ccccc2)cc(OC)c1OC (stereo not drawn) | 0.0 | 2 | 4 | i | 1.1 | 2 | -4 | -2 | 2
Cc1ccc(NC(=O)C2CC(=O)NC(N3CCc4ccccc43)=N2)cc1 (stereo not drawn) | 0.4 | 3 | 5 | i | 0.4 | 2 | -1 | -1 | -3
CCOC(=O)C1=CCN(S(=O)(=O)c2ccccc2F)C1c1ccc(Cl)c(Cl)c1 (stereo not drawn) | 0.2 | -2 | -11 | i | -0.7 | 9 | 2 | 1 | 5
Cc1cccc(N2C(=O)N3[C@@H]4c5ccccc5OC[C@@H]4[C@@H](c4ccccc4)[C@]3(C)C2=O)c1 | -0.2 | 1 | 13 | i | . | 29 | 0 | 2 | -4
COc1ccc(NC(=O)CC2CC3CCC2C3)cc1S(=O)(=O)N1CCOCC1 (stereo not drawn) | -0.2 | -9 | 1 | i | 1.2 | -4 | -1 | 0 | 5
O=C(OCCN1C(=O)c2ccccc2C1=O)c1ccco1 | -0.5 | -5 | 0 | i | 0.2 | -6 | -1 | -9 | -8
CCOC(=O)Cc1csc(NC(=O)Cn2cnc3c2c(=O)n(C)c(=O)n3C)n1 | -0.4 | -6 | -2 | i | 0.3 | -4 | -5 | 1 | -14
CCN(CC)S(=O)(=O)c1ccc(O)c(C(=O)OCC(=O)N(C)Cc2ccccc2)c1 | -0.9 | -11 | -10 | i | 1.1 | 6 | 2 | 3 | -2
CCOC(=O)C1=C(Cc2ccc(OC)cc2)C(=O)c2ccccc2C1=O | -0.6 | 28* | 19 | i | . | 43 | -3 | 2 | 1
CC(NC(=O)COC(=O)C1CC1C)c1ccccc1 (stereo not drawn) | 0.1 | -1 | -31 | i | -0.4 | -7 | -2 | 3 | 2
CC1OC(Nc2ccc(OC(F)(F)F)cc2)C(O)C(O)C1O (stereo not drawn) | -1.0 | -10 | 18 | i | -0.5 | -6 | -1 | -1 | 2
O=C(/C=C/c1ccccc1)N1CCN(c2ccc([N+](=O)[O-])c(N3CCOCC3)c2)CC1 | 0.0 | 1 | 10 | i | 0.7 | 6 | -3 | -4 | 4
CC(C)c1ccc(NC(=O)CCNS(=O)(=O)c2cc(Br)cnc2N)cc1 | -0.3 | 2 | -13 | i | 1.2 | 17 | -1 | -1 | 1
SMILES | TbMetRS inhib | E coli Lon inh | PABP1 MLLE inh | Neddyl block | MsrA inh | FAS-TE inh | bovine MsrA act | Rin1-Abl PPI inh | CSN deneddyl inh
CCc1ccc(-c2cnc3ccccc3n2)cc1NC(=O)CNC(=O)c1ccccc1 | 0.0 | 0 | 5 | i | 0.0 | -4 | 1 | -3 | 7
COC(=O)Cn1c(CN(C)Cc2ccccc2)nc2c1c(=O)n(C)c(=O)n2C | 0.4 | 8 | 4 | i | 0.3 | -5 | -1 | -3 | 3
CC1=CC(C)(C)n2c(O)c(N=NC(N)=S)c3c(C)c(C)cc1c32 | -0.2 | -11 | -19 | i | 1.0 | 2 | -1 | -3 | 0
CC1(NC(=O)CC(c2ccccc2)(c2ccccc2)c2ccccc2)CCN(Cc2ccc(-c3ccccc3)cc2)C1=O (stereo not drawn) | -0.3 | -6 | 3 | i | -0.8 | 21 | 1 | 0 | -3
COc1cccc(NC(=S)N(CCCN2CCCC(C)C2)Cc2cccs2)c1 (stereo not drawn) | -0.4 | 8 | -57 | i | -1.1 | -1 | -1 | -2 | -8
O=C(O)c1ccccc1S(=O)(=O)Cc1ccccc1 | -1.2 | -7 | -13 | i | -0.4 | -8 | -13 | -1 | 1
O=C(CSc1nc2ccccc2n1S(=O)(=O)c1cccc([N+](=O)[O-])c1)NCCc1ccccc1 | -0.3 | 3 | 1 | i | -0.2 | 76* | -5 | -1 | -12
CC1(Cc2cc(Cl)ccc2C(F)(F)F)C(=O)Nc2cc(-c3ccccc3Cl)ccc21 (stereo not drawn) | 0.7 | -9 | -9 | i | -0.1 | 0 | -2 | -4 | 0
Cc1cc(C(=O)CSc2nc3ccccc3[nH]2)c(C)n1C | -0.1 | 2 | -54 | i | -0.6 | -4 | -1 | 1 | 1
Cc1ccc(Cc2c(-c3cccc(Cl)c3)nc3ccc(Br)cn23)cc1 | -0.7 | -16 | -20 | i | 0.1 | 6 | -8 | 1 | 5
CCn1c(SCC(=O)NC(=O)NCc2ccco2)nnc1-c1cccs1 | 0.1 | -4 | 0 | i | -0.1 | -7 | -1 | -6 | 3
CCOC(=O)C1CCN(S(=O)(=O)c2cn(C)c(C)n2)CC1 | -0.3 | -3 | 7 | i | -1.8 | -6 | -1 | 3 | 0
CSCCC(NS(=O)(=O)c1ccc(Cl)cc1)C(=O)OCC(=O)c1ccc(F)cc1 (stereo not drawn) | -0.1 | -9 | 11 | i | -0.1 | 22 | -3 | 1 | -4
COc1ccc(NC(=O)COC(=O)CN2C(=O)c3ccccc3C2=O)cc1 | -0.3 | -1 | 3 | i | -0.8 | -4 | -3 | 0 | -2
CC(=O)c1cc(CN2C(=O)c3ccccc3C2=O)cs1 | -1.0 | -4 | -8 | i | -0.1 | -6 | -5 | 1 | 8
CN(C(=O)COc1ccc(Oc2ccccc2)cc1)C1CCS(=O)(=O)C1 (stereo not drawn) | 0.0 | -5 | 3 | i | 0.1 | 1 | -3 | 0 | -1
O=C(COC(=O)c1ccccc1O)NC(=O)NCc1ccccc1 | 0.8 | 13 | 9 | i | -0.4 | -3 | 1 | 3 | -3
CCN(CC)S(=O)(=O)c1ccc(OC)c(NC(=O)CCS(=O)(=O)Cc2ccccc2)c1 | -0.2 | -1 | 6 | i | 0.7 | 1 | -1 | -4 | 0
CCCNC(=O)c1ccc(N2CCC3(CC2)CC(c2ccccc2)=NO3)c(NC(=O)c2ccccc2)c1 | -0.3 | -6 | -2 | i | -0.8 | 22 | -3 | 0 | -2
CC(C)(C)c1ccc(-c2nnc(SCC(=O)NC3CCS(=O)(=O)C3)n2N)cc1 (stereo not drawn) | -0.3 | -4 | -105 | i | -0.3 | -4 | 8 | 1 | -4
O=C(NCc1ccc(N2CCCC2=O)cc1)c1cc(COc2c(F)cccc2F)on1 | -0.2 | -12 | 5 | i | 0.2 | -2 | -1 | -4 | 12
CCOc1ccc(NC(=O)N(C2CCCCC2)C2CCN(C(C)=O)CC2)cc1 | -0.4 | -3 | -8 | i | -0.1 | -5 | -4 | 1 | -1
O=C1CC(N2CCC(O)(c3ccc(Cl)cc3)CC2)C(=O)N1 (stereo not drawn) | -0.4 | -4 | 10 | i | 1.1 | -6 | -4 | 0 | -5
COc1ccc(S(=O)(=O)n2nc(OC(=O)c3ccco3)cc2N)cc1 | -0.1 | -1 | 18 | i | -0.4 | -4 | -2 | -3 | -1
O=C(N[C@@H](CO)C(=O)NCc1ccccc1)c1ccc(C(F)(F)F)cc1 | -0.2 | -8 | -2 | i | 1.2 | -7 | -2 | 2 | 2
SMILES | TbMetRS inhib | E coli Lon inh | PABP1 MLLE inh | Neddyl block | MsrA inh | FAS-TE inh | bovine MsrA act | Rin1-Abl PPI inh | CSN deneddyl inh
O=S(=O)(c1cccc(Cn2nnc(-c3ccccc3)n2)c1)N1CCOCC1 | -0.2 | -2 | 5 | i | 1.7 | 18 | -1 | -1 | -3
CCOC(=O)N1CCN(C(=O)c2ccccc2NC(=O)COc2ccccc2)CC1 | -0.4 | 6 | 9 | i | -1.5 | -1 | -3 | -1 | 3
Cc1cc(C)n(Cc2ccccc2Cl)n1 | -0.4 | -9 | 3 | i | -1.7 | -9 | -3 | 2 | 3
COC(CNC(=O)c1c[nH]c2ccc(S(=O)(=O)N3CCC4(CC3)OCCO4)cc2c1=O)OC | 0.1 | 8 | 23 | i | 2.1 | -10 | -4 | 4 | 2
CN(C)CCN(Cc1ccccc1)c1nccc(N(C)C)c1C#N | -0.2 | -5 | -4 | i | 2.4 | -6 | 1 | -1 | -1
COc1ccc(/C(N)=N/OC(=O)CC2CCCCC2)cc1 | -0.5 | -10 | -1 | i | 0.1 | 4 | -2 | -3 | 0

By substructure: the entries above containing a nitro group on carbon
SMILES | TbMetRS inhib | E coli Lon inh | PABP1 MLLE inh | Neddyl block | MsrA inh | FAS-TE inh | bovine MsrA act | Rin1-Abl PPI inh | CSN deneddyl inh
O=[N+]([O-])c1ccc2[nH]c(O)c(N=NC(=S)Nc3cccnc3)c2c1 | 0.6 | -7 | 35 | i | 1.9 | 7 | -5 | -6 | -1
O=C(/C=C/c1ccccc1)N1CCN(c2ccc([N+](=O)[O-])c(N3CCOCC3)c2)CC1 | 0.0 | 1 | 10 | i | 0.7 | 6 | -3 | -4 | 4
O=C(CSc1nc2ccccc2n1S(=O)(=O)c1cccc([N+](=O)[O-])c1)NCCc1ccccc1 | -0.3 | 3 | 1 | i | -0.2 | 76* | -5 | -1 | -12
